p-CIP stab down = p/CIP-EGFP fusion destabilizers, primary screen, fluorescence, F442A cells; Q05BA5; 16 h; decrease of EGFP signal, % at 10 µM; actives 0.01% (n = 290,000); AID 1984, 2009;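 active means EGFP signal decrease of at least 30% at 10 µM or well 3 SD below plate mean, unless failing retest; inactive means the rest, including hits failing retest or dose response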; further: some compounds called inactive have numbers as strong as hits; many of its hits are not listed in these tables
Target sequence (Q05BA5 1-1403): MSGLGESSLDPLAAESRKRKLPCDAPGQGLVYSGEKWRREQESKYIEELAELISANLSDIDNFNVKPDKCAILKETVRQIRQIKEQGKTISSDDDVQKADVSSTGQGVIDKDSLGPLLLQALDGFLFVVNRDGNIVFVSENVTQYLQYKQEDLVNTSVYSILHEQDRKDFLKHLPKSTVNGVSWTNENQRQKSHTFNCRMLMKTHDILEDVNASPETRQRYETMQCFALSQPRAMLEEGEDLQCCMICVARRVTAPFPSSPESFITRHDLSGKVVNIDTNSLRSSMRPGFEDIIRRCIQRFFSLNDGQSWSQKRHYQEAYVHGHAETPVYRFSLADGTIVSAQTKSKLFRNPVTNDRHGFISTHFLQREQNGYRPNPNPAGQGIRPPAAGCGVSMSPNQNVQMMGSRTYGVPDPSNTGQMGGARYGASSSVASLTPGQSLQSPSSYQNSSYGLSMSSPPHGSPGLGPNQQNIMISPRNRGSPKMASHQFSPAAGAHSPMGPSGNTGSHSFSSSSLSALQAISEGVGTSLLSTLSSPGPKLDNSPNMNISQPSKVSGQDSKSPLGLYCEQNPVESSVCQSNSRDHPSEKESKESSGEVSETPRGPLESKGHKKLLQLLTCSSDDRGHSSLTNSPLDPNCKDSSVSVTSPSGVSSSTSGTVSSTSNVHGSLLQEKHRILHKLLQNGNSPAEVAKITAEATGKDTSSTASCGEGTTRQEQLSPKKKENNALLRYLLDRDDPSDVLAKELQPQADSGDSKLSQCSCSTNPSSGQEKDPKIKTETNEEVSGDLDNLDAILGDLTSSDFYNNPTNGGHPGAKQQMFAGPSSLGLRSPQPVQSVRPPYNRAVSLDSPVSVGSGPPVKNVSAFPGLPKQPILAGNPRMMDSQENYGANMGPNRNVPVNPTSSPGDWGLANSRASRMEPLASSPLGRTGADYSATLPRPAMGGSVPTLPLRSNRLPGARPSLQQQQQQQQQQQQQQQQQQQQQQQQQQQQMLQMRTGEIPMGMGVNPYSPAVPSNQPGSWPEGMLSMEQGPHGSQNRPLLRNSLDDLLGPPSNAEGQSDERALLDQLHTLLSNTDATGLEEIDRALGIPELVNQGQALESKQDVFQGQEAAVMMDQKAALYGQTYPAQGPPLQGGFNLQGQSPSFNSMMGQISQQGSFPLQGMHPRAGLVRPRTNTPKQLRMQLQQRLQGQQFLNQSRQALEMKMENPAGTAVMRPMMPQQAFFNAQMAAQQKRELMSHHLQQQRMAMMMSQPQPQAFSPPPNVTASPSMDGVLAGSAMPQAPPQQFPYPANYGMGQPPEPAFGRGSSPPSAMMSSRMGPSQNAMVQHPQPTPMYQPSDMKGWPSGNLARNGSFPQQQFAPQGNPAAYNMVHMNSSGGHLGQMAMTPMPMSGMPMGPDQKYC
IDE cell inh = human IDE inhibitors in live cells, primary screen, fluorescence polarization, HEK cells, FAbetaB substrate; Insulin-degrading enzyme (Homo sapiens), P14735; FAbetaB cleavage; inhibition, % at 5.59 µM; actives 0.41% (n = 320,000);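 active means percent inhibition above the average of all tested compounds plus 3 SD, set per screening campaign, cut at about 16% in these data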;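 further: IDE supplied by intact live HEK cells; FP after avidin binding of uncleaved biotin substrate so inhibition keeps polarization high; 0% = DMSO wells and 100% = 60 µM reference IDE inhibitor Ii1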
IDE act = human IDE activators in live cells, primary screen, fluorescence polarization, HEK cells, FAbeta-B substrate; actives 0.073% (n = 340,000); FAbeta-B cleavage; 0% vehicle, 100% cell-free pure enzyme wells; activation, % at 5.96 µM; AID 493087, 2011; Insulin-degrading enzyme (Homo sapiens), P14735;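 active means activation above the mean of all tested compounds plus 3 SD, set per screening campaign, cut at about 17% in these data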
GalR3 antag = GalR3 antagonists in HEK293 cells, primary screen, cell-based, fluorescence readout | HEK293 GalR3-CNG cAMP membrane potential fluorescence; galR3 body fused to GalR1 C-terminus | inhibition, % at 3 µM | actives 0.44% (n = 360,000);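 active means inhibition above the screen-wide average plus 3 SD, cut at about 13% in these data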;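 further: forskolin and galanin both at EC90 stimulate the cells; cAMP rise reported by CNG channel membrane potential dye signal; 0% = forskolin plus galanin with DMSO and 100% = forskolin alone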
HCV NS3 hel inh = inhibitors of HCV NS3 helicase, primary screen, biochemical, Cy5 molecular beacon fluorescence | NS3 helicase DNA unwinding | AID 1800, 2009 | Hepatitis C virus NS3 helicase | inhibition, % at 10.9 µM | actives 0.56% (n = 290,000);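 active means inhibition above the mean of all tested compounds plus 3 SD, set per campaign, cut at about 35% in these data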;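 further: 0% = DMSO wells and 100% = thioflavine S control wells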
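Assay system: hepatitis C virus NS3 helicase domain fragment enzyme. Also added: annealed dual-labelled DNA beacon duplex, ATP-started. Timing: 1 h reaction at 25 °C, ATP-initiated. Technique: Cy5 fluorescence at 0 and 60 min, beacon hairpin quenching. Evaluation: % inhibition of unwinding. Replication: one well per compound.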
VIM-2 inh = VIM-2 metallo-beta-lactamase inhibitors, primary screen, biochemical, epi-absorbance readout, Pseudomonas aeruginosa enzyme. purified VIM-2, nitrocefin hydrolysis, epi-absorbance fluorescence. inhibition, % at 5.6 µM. actives 0.89% (n = 290,000);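 active means inhibition above the mean of all tested compounds plus 3 SD, cutoff set per screening run, cut at about 7.5% in these data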;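 further: red hydrolysis product quenches plate fluorescence so inhibitors raise well fluorescence; 0% = enzyme with DMSO and 100% = DMSO without enzyme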
SUMO HTRF inh = inhibitors of in vitro SUMOylation cascade, primary screen, biochemical, HTRF, uHTS | SUMO-conjugating enzyme UBC9 (Homo sapiens), P63279 | HTRF SUMOylation assay, SAE1/SAE2 + UBC9 | inhibition, % at 35 µM | actives 0.36% (n = 290,000) | AID 2006, 2009; in the data active means inhibition above about 50%, passing the limit was not always enough; further: strong numbers were not always called active
IMP-1 inhibitor = IMP-1 metallo-beta-lactamase inhibitors, primary screen, biochemical, epi-absorbance readout, Pseudomonas aeruginosa enzyme. purified IMP-1, nitrocefin hydrolysis, epi-absorbance fluorescence. inhibition, % at 5.6 µM. actives 0.45% (n = 290,000);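 active means inhibition above the mean plus 3 SD of all compounds in the same screening run, cut at about 4.5% in these data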;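 further: 0% = IMP-1 with DMSO and 100% = DMSO wells lacking enzyme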
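Assay system: purified recombinant IMP-1 beta-lactamase. Input: IMP-1 0.2 nM before substrate addition. Buffer or medium: Zinc- and detergent-supplemented HEPES buffer, pH 7.1. Schedule: 25 °C, 15 min preincubation, 25 min reaction. Signal: Epi-absorbance fluorescence, 480 nm excitation, 530 nm emission. Evaluation: percent inhibition from optical density relative to buffer-blank wells.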
CRFBP-R2 block = antagonists of CRF-BP/CRF-R2 complex, primary screen, cell-based, HEK293, calcium dye fluorescence, uHTS; CRF-induced calcium fluorescence; inhibition, % at 11.8 µM; actives 0.59% (n = 350,000);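 active means inhibition of the ligand-induced calcium signal above about 50% at the single tested concentration, limit read from the data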
Active calls of the source: *; . = no result given. The order is random; about 3.2% have a hit in one of these screens.

SMILES	p-CIP stab down	IDE cell inh	IDE act	GalR3 antag	HCV NS3 hel inh	VIM-2 inh	SUMO HTRF inh	IMP-1 inhibitor	CRFBP-R2 block
CCc1c(C)nc(SCc2ccccn2)[nH]c1=O	3	-4	3	-6	4	-1.7	0	-3.5	10
CCOc1ccc2[nH]c(=O)c(CN(Cc3cccs3)Cc3nnnn3C(C)(C)CC)cc2c1	-6	-2	2	-2	-3	-2.9	3	-3.7	-40
COc1ccc(NC(=O)C2CCC(N3C(=O)C4C5C=CC(C5)C4C3=O)CC2)cc1 (stereo unspecified)	-7	-2	0	1	-3	-2.7	-2	-2.9	-7
CC1(C)CC(O)C(C)(C)N1O (stereo unspecified)	-3	9	3	-4	3	-3.8	-29	-4.3	8
CCCC(C1=C(O)CC(C)(C)CC1=O)C1C(=O)CC(C)(C)CC1=O (stereo unspecified)	1	9	-3	-5	4	0.7	17	0.2	10
COc1cc(OC)c(/C=N/NC(=O)c2ccncc2)c(OC)c1	0	-1	0	-10	1	-2.4	20	-1.7	0
CCSc1nnc(NC(=O)c2cccc(S(=O)(=O)N(C)c3ccccc3)c2)s1	3	4	1	-8	0	-3.1	7	-1.9	-24
COc1ccc(C(C#N)N2N=C(c3ccccc3)CC2c2ccccc2)cc1OC (stereo unspecified)	4	1	4	-4	-1	-1.7	-8	-2.2	18
Cc1[nH]c(=O)[nH]c(=O)c1S(=O)(=O)NCCc1ccc(S(N)(=O)=O)cc1	1	-6	3	1	-2	-0.7	10	-1.6	9
O=C(Nc1ccc(CSc2ccccc2)cc1)c1ccc(CN2CCOCC2)cc1	-1	12	-4	95*	-8	0.3	4	-2.6	11
CC(C)c1nnc(SCC(=O)Nc2ccc3c(c2)OCO3)n1C	-1	-1	5	-3	0	-1.3	3	-1.4	4
O=C(Cn1cnc2ccccc2c1=O)c1ccc2ccccc2c1	5	4	-1	-1	-11	-1.1	18	-1.9	14

Full records as entered above. Values in the order: p-CIP stab down	IDE cell inh	IDE act	GalR3 antag	HCV NS3 hel inh	VIM-2 inh	SUMO HTRF inh	IMP-1 inhibitor	CRFBP-R2 block
Cc1[nH]c(=O)[nH]c(=O)c1S(=O)(=O)NCCc1ccc(S(N)(=O)=O)cc1 reads 1	-6	3	1	-2	-0.7	10	-1.6	9
CCSc1nnc(NC(=O)c2cccc(S(=O)(=O)N(C)c3ccccc3)c2)s1 reads 3	4	1	-8	0	-3.1	7	-1.9	-24
COc1cc(OC)c(/C=N/NC(=O)c2ccncc2)c(OC)c1 reads 0	-1	0	-10	1	-2.4	20	-1.7	0
COc1ccc(C(C#N)N2N=C(c3ccccc3)CC2c2ccccc2)cc1OC (stereo unspecified) reads 4	1	4	-4	-1	-1.7	-8	-2.2	18

(cont.)
SMILES	p-CIP stab down	IDE cell inh	IDE act	GalR3 antag	HCV NS3 hel inh	VIM-2 inh	SUMO HTRF inh	IMP-1 inhibitor	CRFBP-R2 block
CCOC(=O)c1cc2[nH]c3ccccc3c2[n+](-c2ccc([N+](=O)[O-])cc2)c1N	-4	5	2	-3	-11	-2.3	5	-3.8	14
COc1ccc(C(=O)N/C(=C\c2cn(C)c3ccccc23)C(=O)N2CCN(C)CC2)cc1OC	-9	1	-1	-2	-11	2.4	5	-1.0	10
CCN(Cc1cc2ccc(C)cc2[nH]c1=O)C(=O)c1cccnc1	8	.	.	.	9	-3.7	-11	-3.6	.
Cc1nc(-c2noc(-c3cccc(Cl)c3)n2)c(C(F)(F)F)o1	-24	4	-1	1	15	-1.4	-5	-2.0	-12
Cc1ccc(-c2nn(C)c(=O)c3ccccc23)cc1CNC(=O)c1ccccc1	-7	0	.	-6	-8	3.8	16	-0.6	6
Cc1ccc(S(=O)(=O)N(C)C)cc1NC(=O)COC(=O)Cc1ccsc1	.	-9	10	-3	.	.	.	.	-6
CC(C)Oc1cccc(C(=O)NC(=S)Nc2ccc3c4c(cccc24)CC3)c1	0	3	2	-1	4	-1.1	12	1.3	4
COc1ccccc1CN(C)C(=O)CN1C(=O)c2ccccc2C1=O	-1	-7	4	-11	0	-0.3	10	-1.8	11
CN(C)C(=S)Nc1ccc([N+](=O)[O-])cc1	-3	3	2	-2	1	1.0	-11	-1.9	5
Cc1cccc(C(=O)NN2S(=O)(=O)c3ccccc3S2(=O)=O)c1	-2	2	-3	-1	-9	-4.8	5	-1.0	-12
Fc1cccc(/C=N/Nc2cc(N3CCOCC3)ncn2)c1	-15	1	8	-5	8	-0.8	-20	-2.3	-24
COc1ccc(CN2CC(C(=O)NCc3ccccn3)CC2=O)cc1 (stereo unspecified)	5	2	0	-5	-2	-7.6	6	-4.8	13
Cc1cc(C)cc(OCC(=O)OCC(=O)NCc2ccco2)c1	2	-2	2	-2	-11	-1.9	4	1.9	8
CCOC(=O)c1ccc(NC(=O)CC2C(=O)N(c3ccc(F)cc3)C(=O)N2CCCOC)cc1 (stereo unspecified)	-6	-2	0	-4	-1	-1.6	-13	-2.8	9
Cc1noc2ncnc(Sc3c(Cl)cccc3Cl)c12	-15	6	3	-5	-1	-3.0	6	-0.3	-2
O=C(COc1ccc(C(=O)NCC2CCCO2)cc1)Nc1cccc(C(F)(F)F)c1 (stereo unspecified)	.	5	-7	0	.	.	.	.	-4
O=C(NC1CC1)c1ccc(CN(c2ccccc2)S(=O)(=O)c2ccccc2)cc1	-6	5	8	-2	-3	-2.4	23	-2.3	-13
C/C(N)=C(/C#N)C(=O)COC(=O)C1CCC(C(C)(C)C)CC1 (stereo unspecified)	-2	3	0	-7	-4	-0.9	0	-1.9	-4
O=C(NCCCN1CCOCC1)c1ccccc1N1C(=O)[C@@H]2Cc3c([nH]c4ccccc34)C(c3cccc(Cl)c3)N2C1=O (stereo partly specified)	-1	4	1	-7	-115	0.9	0	-1.0	-23
Cc1n[nH]c(C)c1S(=O)(=O)N1CCCC(C(=O)Nc2ccc(Br)cc2)C1 (stereo unspecified)	3	2	1	-8	-7	0.1	0	0.5	-4
O=C(c1ccccc1Cc1ccccc1)N1CCN(S(=O)(=O)c2ccccc2Br)CC1	.	0	2	0	.	.	.	.	-11
NC(=O)COC(=O)c1cccc(S(=O)(=O)N2CCCCC2)c1	8	-1	6	-3	2	-2.0	-7	-2.5	86*
CCOC(=O)C1=C(N)Oc2cc(O)ccc2C1c1ccc(C)cc1 (stereo unspecified)	2	1	-1	-6	-35	-2.9	-15	-1.9	21
COc1ccc(/C=C/C(=O)Nc2ccc(-n3nncc3-c3ccccc3)cc2)cc1OC	-8	-4	12	-1	-9	-5.1	-19	-4.6	-5

Records above that bear a hit mark in CRFBP-R2 block.
SMILES	p-CIP stab down	IDE cell inh	IDE act	GalR3 antag	HCV NS3 hel inh	VIM-2 inh	SUMO HTRF inh	IMP-1 inhibitor	CRFBP-R2 block
NC(=O)COC(=O)c1cccc(S(=O)(=O)N2CCCCC2)c1	8	-1	6	-3	2	-2.0	-7	-2.5	86*

Additional structures follow.
SMILES	p-CIP stab down	IDE cell inh	IDE act	GalR3 antag	HCV NS3 hel inh	VIM-2 inh	SUMO HTRF inh	IMP-1 inhibitor	CRFBP-R2 block
Cc1ccc(NC(=O)c2ccc(C(=O)c3ccccc3)cc2)nc1	.	4	2	-6	.	.	.	.	7
c1cc2c(cc1C1=Nn3c(nnc3C3CCCCC3)SC1)OCO2	7	8	-8	-2	13	-5.6	-7	-3.0	17
O=C(CN1CCCCCCC1)Nc1cccc(Cl)c1Cl	-8	10	-2	-4	-6	0.2	-42	-0.1	-24
COc1cc2nc(NC(=O)c3ccc(Cl)cc3)sc(=O)c2cc1OC	-3	-3	4	-8	-3	-0.4	-12	0.9	3
O=C(Nc1nnc(CC(c2ccccc2)c2ccccc2)s1)c1ccco1	0	3	-5	-5	-3	-2.7	20	-3.2	-13
CC1=NN(C(N)=S)C(=O)C1N=Nc1cccc2ccccc12 (stereo unspecified)	7	-4	.	.	2	-3.9	-2	-4.2	.
Cn1cc(C(=O)C(=O)N2CCOCC2)c2ccccc21	2	0	3	1	-10	-0.2	3	-0.2	-17
CSc1nnc(NC(=O)c2ccc(C)c(S(=O)(=O)N3CCOCC3)c2)s1	-6	-2	-1	-3	-6	0.7	28	1.9	3
COc1ccc(-c2cc(C)no2)cc1S(=O)(=O)Nc1cccc(C)c1	9	10	-8	-5	-11	-0.4	-22	-1.5	-12
Cc1nonc1OCCNCCNc1ccc([N+](=O)[O-])cc1Cl	6	0	5	-2	-10	-5.2	9	-4.9	28
CCc1cccc(CC)c1N1C(=O)c2cc(N3CCOCC3)c([N+](=O)[O-])cc2C1=O	-24	1	9	-4	2	-1.0	4	-3.7	38
CC(C)(C)OC(=O)C[C@@H]1C/C=C\C[C@H](CC(=O)N(CCO)Cc2ccccc2)C(=O)NC[C@@H](c2ccccc2)OC1=O	.	-4	5	-1	.	.	.	.	1
O=C(O)c1ccc(N2CCN(c3ccc(Cl)cc3)CC2)c([N+](=O)[O-])c1	5	3	4	-10	-14	-1.2	2	-3.7	11
COc1ccc(C2C3CCCCC3(O)CCN2C(=O)c2cccs2)cc1 (stereo unspecified)	-6	0	2	-1	1	0.6	-11	-2.6	4
Cc1ccc2[nH]c3c(c2c1)CNCC3	8	-2	5	-11	-9	0.9	-2	-2.2	-31
Cc1cc(OCC(=O)Nc2ccncc2)cc(C)c1Br	-22	-2	6	65*	-12	-1.9	16	0.2	-12
O=C(NC(=O)c1ccccc1N1CCCCC1)Nc1ccc(Br)cc1	1	1	-2	-5	-9	-1.0	5	-1.8	11
CC(=O)CC(C)(C)S(=O)(=O)c1ccc(NC(C)=O)cc1	-1	1	-2	-6	-1	-2.5	-5	-2.2	13
COc1ccc(NC(=O)NCCN2CCN(c3ccc(C)cc3)CC2)c(Cl)c1	-3	2	-4	-7	-2	-0.8	-3	-3.1	11
N#C/C(=C(/O)COc1ccc(Br)cc1)c1nnc2n1CCCCC2	0	5	1	-7	1	-2.2	13	-0.8	0
CCCCC(CCC(=O)Nc1cccc([N+](=O)[O-])c1)C(=O)O (stereo unspecified)	-7	-8	6	-2	-6	-1.0	3	-1.8	-5
COC(=O)c1ccc(Cl)c(NC(=O)CN(c2ccccc2)S(=O)(=O)c2ccc(OC)cc2)c1	0	2	-2	-2	-1	-2.5	13	-4.9	-31
COCC(=O)c1[nH]c2ccccc2c1C	-18	3	1	2	0	-2.3	14	-1.3	-3
CCOC(=O)c1c(COc2ccccc2)oc2ccc(O)cc12	-11	2	.	.	-2	0.5	-8	0.9	-5
CCOc1ccc(C(=O)NCC(=O)OCC(=O)Nc2ccccc2OC)cc1	-4	4	-1	-3	0	-3.2	-2	-1.1	8
CCOC(=O)c1cc2c(ccn2C)n1Cc1ccc(Cl)cc1	16	2	-1	-6	7	-0.7	8	-2.7	-8
